# V1aR counter – activates human V1a receptor in oxytocin agonist counter-screen | P37288 | CHO-V1R cells, Fluo-8 calcium fluorescence, agonist mode; 0% DMSO, 100% 3 nM vasopressin | activation, % at 3 µM | actives 0.25% (n = 320,000);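 active = activation above the mean activation of all tested compounds plus 3 SD, per screening run, cut at about 20% in these data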;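 note: signal is peak over basal fluorescence ratio across a 100 second FLIPR read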
# OXTR agonist – agonists of human oxytocin receptor. P30559. CHO-OTR cells, Fluo-8 calcium fluorescence; normalized: DMSO 0%, oxytocin 100%. activation, % at 3 µM. actives 0.32% (n = 320,000). AID 2435;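 active = activation above the mean of all tested compounds plus 3 SD, cutoff set per screening run, cut at about 20% in these data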;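 note: peak over basal fluorescence ratio from a 100 s FLIPR kinetic read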
# M1 PAM – potentiates human M1 receptor response to acetylcholine. P11229. CHO-K1 hM1, Fluo-8 calcium fluorescence, ACh EC20; 0% = ACh EC20, 100% = maximal ACh. activation, % at 3 µM. actives 0.088% (n = 360,000). AID 588819; in the data active = activation above about 19%, passing the limit was not always enough
# Target sequence (P11229 whole entry, looked up): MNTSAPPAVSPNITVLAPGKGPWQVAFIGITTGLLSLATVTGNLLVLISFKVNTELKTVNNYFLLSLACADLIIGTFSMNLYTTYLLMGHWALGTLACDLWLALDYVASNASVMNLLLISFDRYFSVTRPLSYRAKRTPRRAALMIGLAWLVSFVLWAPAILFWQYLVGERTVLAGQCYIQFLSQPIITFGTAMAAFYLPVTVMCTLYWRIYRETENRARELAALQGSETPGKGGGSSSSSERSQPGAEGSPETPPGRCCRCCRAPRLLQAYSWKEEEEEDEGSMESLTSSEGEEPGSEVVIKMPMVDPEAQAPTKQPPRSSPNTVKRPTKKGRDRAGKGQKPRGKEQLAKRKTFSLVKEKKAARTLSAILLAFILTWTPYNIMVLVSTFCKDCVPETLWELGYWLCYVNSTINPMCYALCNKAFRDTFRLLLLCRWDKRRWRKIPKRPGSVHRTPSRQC
# OXTR potentiator – human OXTR potentiation; CHO-OTR cells, Fluo-8 calcium fluorescence, potentiator mode; 0% = oxytocin EC15, 100% = EC100; activation, % at 3 µM; actives 0.061% (n = 320,000);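 active = activation above that plate's cutoff, the mean activation of tested compounds plus 3 SD, cut at about 6.6% in these data, passing the limit was not always enough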;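 note: 100% uses oxytocin at 75 nM as the full agonist control; some results filed as inactive read as strong as hits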
#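 Replication – single well per compound, singlicate · Assay system – CHO cell line stably expressing human OTR · Timing – 6 min pre-incubation, 100 s read · Measure – normalized max/min fluorescence ratio, % activation · Doses – 3.0 µM, one dose · Detection – Fluo-8 calcium dye fluorescence · Probe or stimulus – oxytocin near EC15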
# TAAR1 antagonist – antagonists of human TAAR1; CHO RD-HGA16 TAAR1, Fluo-8 calcium fluorescence, antagonist; inhibition, % at 3 µM; actives 1.5% (n = 360,000);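 active = inhibition above a per-plate cutoff, the mean inhibition of test compounds on that plate plus 3 SD, cut at about 49% in these data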;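 note: 0% = DMSO plus EC80 beta-PEA response and 100% = DMSO alone without agonist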
# Target sequence (Q96RJ0 whole entry, looked up): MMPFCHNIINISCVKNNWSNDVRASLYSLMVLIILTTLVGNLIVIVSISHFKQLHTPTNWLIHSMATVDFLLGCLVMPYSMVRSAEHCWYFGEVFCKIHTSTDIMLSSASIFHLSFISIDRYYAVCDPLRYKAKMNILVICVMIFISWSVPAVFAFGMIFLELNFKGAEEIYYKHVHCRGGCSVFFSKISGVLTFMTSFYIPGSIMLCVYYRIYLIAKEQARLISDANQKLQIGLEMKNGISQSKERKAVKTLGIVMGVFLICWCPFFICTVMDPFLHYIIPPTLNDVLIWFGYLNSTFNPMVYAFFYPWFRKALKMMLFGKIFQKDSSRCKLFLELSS
#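 Test system: RD-HGA16 CHO cells with stable hTAAR1 and Gα16 / Probe or stimulus: EC80 β-phenethylamine stimulus / Times: seeding 17-24 h prior, 75-min 37 °C, 30-min RT dye loading / Detection: Fluo-8 calcium-sensitive fluorescence / Read-out basis: % inhibition scaled between DMSO and EC80 PEA controls / Repeats: singlicate, one well per test compound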
# M1 antag – antagonists of human M1 muscarinic receptor | P11229 | CHO-K1 hM1, Fluo-8 calcium fluorescence, ACh EC80 antagonist | inhibition, % at 3 µM | actives 1.3% (n = 360,000);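 active = percent inhibition above its own plate's cutoff, namely the mean of that plate's compound wells plus 3 SD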;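 note: peak over basal fluorescence ratio during 140 s after agonist addition; 0% = ACh EC80 plus DMSO and 100% = DMSO alone without agonist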
# CHO parental Ca – counter-screen: ATP calcium response change in parental CHO cells. parental CHO-K1, ATP-induced calcium, Fluo-8 fluorescence. inhibition, % at 5.6 µM. actives 0.63% (n = 330,000). AID 463079;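 active = inhibition above that plate's mean sample inhibition plus 3 SD, cut at about 26% in these data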;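 note: 0% = ATP-challenged DMSO wells and 100% = DMSO wells without ATP; some compounds past the cut are filed as inactive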
#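 test system = CHO parental line | reagent = ATP stimulus | measured by = intracellular calcium via Fluo-8 no-wash fluorescent dye | control set = ATP and no-ATP DMSO wells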
# M1 ag – agonists of human M1 muscarinic receptor | activation, % at 3 µM | P11229 | CHO-K1 hM1, Fluo-8 calcium fluorescence, agonist mode; 0% DMSO, 100% acetylcholine EC100 | actives 0.33% (n = 360,000);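 active = activation above the run's mean compound activation plus 3 SD, cut at about 16% in these data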;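 note: peak over basal fluorescence ratio within a 140 s kinetic read after compound addition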
# TAAR1 ag – human TAAR1 agonism; activation, % at 3 µM; actives 0.99% (n = 360,000); AID 624467; CHO RD-HGA16 TAAR1, Fluo-8 calcium fluorescence; vehicle wells 0%, saturating PEA agonist 100%; Q96RJ0;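 active = activation above the mean activation of all test compounds in the run plus 3 SD, cut at about 38% in these data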
#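 test system = CHO RD-HGA16 cells carrying human TAAR1 plus Gα16 | schedule = 17-24 h seeding, 75 min 37 °C dye, 30 min RT | compound dosing = 3 µM single concentration | control set = DMSO and PEA EC100 | replicates = n 1 | signal = Fluo-8 fluorescence, 5 s baseline then 140 s kinetic read | measure = percent activation vs PEA EC100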
# * = called active by the depositor; x = not tested or not shown.
1) Fc1ccccc1N=C1Nc2cccc3cccc1c23
2) CCOC(=O)C(C)Oc1cccc2c(=O)n(CC(=O)N3CCCc4ccccc43)ccc12 (configuration not stated)
3) COc1ccccc1NC(=S)N1CCN(C(c2ccccc2)c2ccccc2)CC1
4) COc1ccc(CN2CCNC(=O)C2CC(=O)N(C)CCCN2CCOCC2)cc1C (configuration not stated)
5) Cc1ccc(-n2ncc3c(NCc4cccnc4)ncnc32)c(C)c1
6) CCN(CC)S(=O)(=O)c1cccc(C(=O)Nc2ccccc2)c1
7) Cn1c(SCC(=O)N2CCCCC2)nc2c([nH]c3ccccc32)c1=O
8) CCOC(=O)C1=C(C)Nc2ccccc2N/C1=N\S(=O)(=O)c1cc(C(=O)O)ccc1Cl

compound no.	1	2	3	4	5	6	7	8
V1aR counter	-1.9	-0.5	-0.8	-0.4	7.1	2.5	-1.1	-0.1
OXTR agonist	-1.4	-0.2	-2.7	1.4	11	2.2	-0.5	0.1
M1 PAM	3	14	-21	6	-8	6	-7	-7
OXTR potentiator	-1	-2	-2	-2	-12	-11	-3	0
TAAR1 antagonist	-2	-17	-5	11	11	-1	-22	42
M1 antag	-5	-3	53*	-6	8	-3	8	13
CHO parental Ca	-21	-10	-18	-3	-4	-9	-15	-17
M1 ag	-10	4	-7	-3	-3	2	-12	-1
TAAR1 ag	1	2	3	0	3	11	1	21

9) CSc1ccc(/C=C2\C(=N)N3N=C(CC(=O)N4CCCCC4)SC3=NC2=O)cc1
10) Cc1[nH]n(-c2ccccc2)c(=O)c1N=Nc1cccc(C(=O)O)c1
11) O=C(CN1C(=O)NC2(CCCc3ccccc32)C1=O)NCc1ccc(Cl)cc1Cl (configuration not stated)
12) CCn1c(=Nc2ccc(N3CCOCC3)cc2)ccc2ccccc21
13) CNc1nc(Oc2ccc(=O)n(C)n2)nc(N2CCOCC2)n1
14) O=C(/C=C/c1cccs1)NC(=S)NNC(=O)Cc1cccs1
15) COc1ccc(CN2CCN(Cc3c[nH]c4ccccc34)CC2CCO)c(F)c1 (configuration not stated)
16) CCc1ccc(Sc2cc(C(=O)NCCN3CCOCC3)c3ccccc3n2)cc1

compound no.	9	10	11	12	13	14	15	16
V1aR counter	1.6	-0.7	3.4	0.9	0.7	8.9	2.3	-0.3
OXTR agonist	0.7	0.7	2.4	-0.3	0.4	7.2	7.2	-0.2
M1 PAM	6	12	6	-13	8	3	5	6
OXTR potentiator	-6	-15	-2	-7	-6	-5	3	-11
TAAR1 antagonist	-10	-5	-23	-5	-2	26	3	19
M1 antag	2	-14	-7	10	-8	-5	-6	-4
CHO parental Ca	20	-9	-20	-3	-5	-10	-23	-28
M1 ag	-1	-2	-1	-10	-2	8	-1	-4
TAAR1 ag	4	-1	3	9	5	67*	2	5

17) COc1ccccc1N(C)S(=O)(=O)c1ccc(C(=O)OCC(=O)Nc2ccccc2F)cc1
18) Nn1c(COc2ccccc2F)nnc1SCC(=O)NCC1CCCO1 (configuration not stated)
19) O=C(NNC(=S)Nc1ccc(Br)cc1)c1ccccc1Br
20) N#CCNC(=O)c1nn2c(C(F)(F)F)cc(-c3ccccc3)nc2c1Br
21) O=C(NCc1ccc(F)cc1)c1noc2c1CCCC2
22) CCOC(=O)c1c(C)[nH]c(C2=NNC(=NC(C)COC)SC2)c1C (configuration not stated)
23) N#C/C(=C\C1=C(N2CCOCC2)C(=C\c2ccccc2)/CC1)C(=O)Nc1ccccc1F
24) O=C(NC(Nc1nc2ccccc2s1)(C(F)(F)F)C(F)(F)F)c1ccccc1

compound no.	17	18	19	20	21	22	23	24
V1aR counter	2.9	x	x	-1.2	0.4	-0.8	x	-1.0
OXTR agonist	1.5	x	x	-0.3	-0.4	-0.3	x	-0.8
M1 PAM	1	4	-4	1	-3	5	7	8
OXTR potentiator	-18	x	x	0	-7	-12	x	-8
TAAR1 antagonist	34	-12	-1	14	x	-12	8	3
M1 antag	9	-14	11	6	5	-3	-4	-7
CHO parental Ca	-11	x	x	-12	2	-16	x	0
M1 ag	-5	-2	0	-4	-7	-2	-3	1
TAAR1 ag	2	0	4	1	x	5	13	1

25) COc1ccccc1/C=C/C(=O)N1CCC(c2ccccc2)C1 (configuration not stated)
26) COC(=O)c1sc2ncccc2c1OCc1ccc(Cl)cc1
27) Cc1cc(CNC(=O)Cn2cc([N+](=O)[O-])cn2)c2ccccc2n1
28) COc1ccc(S(=O)(=O)N(CCC(N)=O)Cc2ccco2)cc1OC
29) Cc1ccc(C)c(-n2c(CNC(=O)c3ccco3)nnc2SCC(=O)Nc2nccs2)c1
30) O=C(NC1CC1)C1CCN(C2CCN(C(=O)CSc3ccccc3)CC2)CC1
31) CC1CC(C)CN(C(=O)CN2C(=O)NC(c3ccccc3)(c3ccccc3)C2=O)C1 (configuration not stated)
32) COc1ccc(-n2c(CCc3ccccc3)nnc2SCC(=O)c2ccccc2)cc1

compound no.	25	26	27	28	29	30	31	32
V1aR counter	-1.0	-0.1	0.9	0.1	0.1	-0.2	3.1	-0.3
OXTR agonist	-1.2	-2.0	0.7	-1.0	0.4	0.5	4.3	-1.1
M1 PAM	7	11	4	-4	-1	12	3	2
OXTR potentiator	0	3	-1	-7	-8	-2	-5	-8
TAAR1 antagonist	-6	5	-19	-26	15	2	14	3
M1 antag	-3	-7	-4	17	-9	-23	-5	-3
CHO parental Ca	-17	-20	0	-6	-10	-13	-19	-15
M1 ag	-9	-5	-6	-2	-4	-3	3	-5
TAAR1 ag	3	1	1	3	3	-2	4	1

33) Clc1cccc(NCc2ccccc2)n1
34) C=CCn1c(SCc2ccccc2F)nc2cc(C(=O)O)ccc2c1=O
35) Cc1nc2ccccc2c(=O)n1CCCO
36) O=C(CSc1nnc(Cc2ccccc2)o1)NCc1ccco1
37) COc1ccc(S(=O)(=O)NC(=O)C2(C)CCN2C(=O)Cc2ccc(C(C)(C)C)cc2)cc1 (configuration not stated)
38) NC(N)=NC(N)=Nc1cccc(Cl)c1
39) COc1ccccc1CNC(=O)c1ccc(NS(C)(=O)=O)cc1
40) C=C1CSc2nc(=O)c3c4c(sc3n21)CCC4

compound no.	33	34	35	36	37	38	39	40
V1aR counter	-1.2	1.8	0.0	0.0	x	0.4	1.7	-1.1
OXTR agonist	-3.0	2.3	0.1	-1.1	x	-0.6	2.2	-1.1
M1 PAM	6	4	-6	9	4	-7	2	14
OXTR potentiator	2	-3	-6	-2	x	-3	2	1
TAAR1 antagonist	5	11	7	9	-10	-1	-37	-22
M1 antag	7	-6	10	-11	-5	-11	1	0
CHO parental Ca	-4	-12	-3	-9	x	1	14	4
M1 ag	-1	-2	-3	-5	-3	-4	-4	-5
TAAR1 ag	4	-3	2	4	6	11	9	2

41) CCOC(=O)c1cccc(NS(=O)(=O)c2ccc(NC(C)=O)cc2)c1
42) COc1ccc(C)cc1NC(=O)C1COc2ccccc2O1 (configuration not stated)
43) Cc1cccc(NS(=O)(=O)c2cc(C(=O)N3CCN(C)CC3)ccc2C)c1
44) COc1ccccc1-c1cc(N)n[nH]1
45) COc1ccccc1C1C(C(C)=O)=C(C)N=c2s/c(=C\c3cc(OC)c(OC)c(OC)c3)c(=O)n21 (configuration not stated)
46) O=CN(Cc1ccco1)C1(C(=O)NC2CCCCC2)CCCCC1
47) CSCCC(NC(=O)c1ccccc1)C(=O)N/N=C(\C)Cc1ccccc1 (configuration not stated)
48) Cc1cccnc1NC(N)=S

compound no.	41	42	43	44	45	46	47	48
V1aR counter	6.2	-1.4	1.0	0.9	-0.4	-1.1	x	-0.2
OXTR agonist	8.0	-2.0	2.5	-0.9	-0.9	-0.2	x	-0.4
M1 PAM	-3	-6	6	9	5	6	3	-4
OXTR potentiator	-9	-6	2	-5	0	-1	x	-13
TAAR1 antagonist	-7	-9	-2	4	-22	14	-4	-13
M1 antag	-4	10	-10	-11	-2	-6	1	15
CHO parental Ca	-6	-6	-14	-13	-24	-13	x	17
M1 ag	-1	-4	-6	-2	-2	-4	-3	-1
TAAR1 ag	8	-1	5	3	4	10	0	0

# The closing 4 entries of the part before open the next one.
45) COc1ccccc1C1C(C(C)=O)=C(C)N=c2s/c(=C\c3cc(OC)c(OC)c(OC)c3)c(=O)n21 (configuration not stated)
46) O=CN(Cc1ccco1)C1(C(=O)NC2CCCCC2)CCCCC1
47) CSCCC(NC(=O)c1ccccc1)C(=O)N/N=C(\C)Cc1ccccc1 (configuration not stated)
48) Cc1cccnc1NC(N)=S
49) CCCCN(C)c1c(C)nc2ccc(C(=O)N(C)CCN(C)C)cn12
50) CCc1cc(C(=O)NNC(=S)Nc2cccc(C)c2)cs1
51) COc1ccc(C(=O)[C@H]2[C@H]3C(=O)N(c4ccccc4)C(=O)[C@H]3C3C=CC=NN32)cc1 (some centres not stated)
52) COc1ccccc1Nc1nc(-c2sc(NC(=O)c3ccc([N+](=O)[O-])cc3)nc2C)cs1
53) CCCn1c(C)cc(C(=O)CSc2nc3nc(C)cc(C)n3n2)c1C
54) CC(C)Cn1c(N)c(S(=O)(=O)c2cccs2)c2nc3ccccc3nc21
55) CC1(C(=O)Nc2cccc(S(=O)(=O)N3CCOCC3)c2)Cc2ccccc2C(=O)O1 (configuration not stated)
56) O=C(Nc1cccc([N+](=O)[O-])c1)Nc1ccc2c(c1)CCC2

compound no.	45	46	47	48	49	50	51	52	53	54	55	56
V1aR counter	-0.4	-1.1	x	-0.2	x	-0.2	-0.5	-1.2	3.4	x	1.4	11
OXTR agonist	-0.9	-0.2	x	-0.4	x	-1.6	0.7	0.0	2.8	x	0.5	9.3
M1 PAM	5	6	3	-4	0	5	-1	x	6	9	5	-1
OXTR potentiator	0	-1	x	-13	x	0	-16	4	-9	x	-1	-14
TAAR1 antagonist	-22	14	-4	-13	-14	-9	-23	x	-3	13	-2	31
M1 antag	-2	-6	1	15	3	-6	3	x	-2	-8	-5	15
CHO parental Ca	-24	-13	x	17	x	0	-22	-8	-6	x	-14	43*
M1 ag	-2	-4	-3	-1	-8	-6	-5	x	-6	-1	-3	5
TAAR1 ag	4	10	0	0	1	13	1	x	1	8	7	2

# Looked up above:
# `CC(C)Cn1c(N)c(S(=O)(=O)c2cccs2)c2nc3ccccc3nc21` – TAAR1 antagonist: 13
# `CC1(C(=O)Nc2cccc(S(=O)(=O)N3CCOCC3)c2)Cc2ccccc2C(=O)O1` (configuration not stated) – M1 ag: -3

# Compound activity deposited in PubChem by The Scripps Research Institute Molecular Screening Center.
